Screening data as filed in PubChem.
NR1D1 modulator = modulators of Rev-erb alpha DNA binding, primary screen, biochemical, FITC-DNA, fluorescence polarization, uHTS; Nuclear receptor subfamily 1 group D member 1 (Homo sapiens), P20393; Rev-erbα–FITC-DNA binding, 90 min; activity, % at 10 µM; hit rate 0.79% among 370,000;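 active = activity above about 14%, limit read from the data; passing the limit was not always enough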;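 note: 0% = DMSO wells with 35 nM protein and 100% = DMSO wells with 750 nM protein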
Target sequence (P20393 whole entry, looked up): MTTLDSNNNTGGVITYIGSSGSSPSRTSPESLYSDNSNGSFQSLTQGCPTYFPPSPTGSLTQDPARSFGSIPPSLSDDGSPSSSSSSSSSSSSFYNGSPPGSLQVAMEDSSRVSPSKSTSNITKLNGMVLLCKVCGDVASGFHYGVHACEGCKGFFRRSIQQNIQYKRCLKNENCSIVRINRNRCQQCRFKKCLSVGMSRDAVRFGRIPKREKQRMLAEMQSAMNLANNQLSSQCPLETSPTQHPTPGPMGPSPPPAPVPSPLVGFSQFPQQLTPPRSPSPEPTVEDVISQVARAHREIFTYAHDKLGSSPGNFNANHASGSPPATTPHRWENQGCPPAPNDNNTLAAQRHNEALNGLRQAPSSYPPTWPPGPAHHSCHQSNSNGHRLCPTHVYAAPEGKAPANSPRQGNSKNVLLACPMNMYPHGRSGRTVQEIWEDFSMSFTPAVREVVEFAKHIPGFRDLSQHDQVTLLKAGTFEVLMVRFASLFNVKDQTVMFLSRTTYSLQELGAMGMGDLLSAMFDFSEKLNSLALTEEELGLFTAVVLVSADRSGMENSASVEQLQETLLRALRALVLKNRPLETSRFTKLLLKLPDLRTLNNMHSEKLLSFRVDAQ
UHRF1 binding = UHRF1 methylated DNA binding inhibitors, primary screen, counter-screen for MBD2 inhibitor project, biochemical, TR-FRET, human UHRF1, single concentration. UHRF1 binding to methylated oligo. hit rate 0.75% among 370,000. E3 ubiquitin-protein ligase UHRF1 (Homo sapiens), Q96T88. inhibition, % at 4.4 µM; in the data active = inhibition above about 21%;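 note: UHRF1 SRA domain binding a hemimethylated CpG hairpin DNA probe; 0% = median of test compound wells and 100% = reference inhibitor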
KLK7 zymogen act = proKLK7 zymogen activators, primary screen, biochemical, fluorescence intensity; purified proKLK7, EDANS-DABCYL substrate fluorescence; 100% is mature enzyme control, 0% vehicle; activation, % at 7 µM; Kallikrein-7 (Homo sapiens), P49862; AID 652039, 2013; hit rate 0.9% among 370,000;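 active = activation above the mean of all tested compounds plus 3 SD, computed per campaign excluding outliers beyond control limits, cut at about 13% in these data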
Target sequence (P49862 whole entry, looked up): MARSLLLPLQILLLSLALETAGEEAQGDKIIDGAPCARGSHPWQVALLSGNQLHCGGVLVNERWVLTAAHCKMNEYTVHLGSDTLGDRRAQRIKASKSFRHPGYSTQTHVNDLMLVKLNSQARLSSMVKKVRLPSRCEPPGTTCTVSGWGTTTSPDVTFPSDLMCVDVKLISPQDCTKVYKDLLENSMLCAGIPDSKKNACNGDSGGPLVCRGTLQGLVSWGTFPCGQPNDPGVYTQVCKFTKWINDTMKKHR
DDE Tn7 FP inh = inhibitors of Tn7 peptide binding to fibrin DD(E), primary screen, biochemical, fluorescence polarization, human fibrin, Tn7 probe | FP displacement of FITC-Tn7 peptide from fibrin DD(E); 0% = median of compound wells per plate | inhibition, % at 8.3 µM | hit rate 0.13% among 370,000;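 active = inhibition above the mean of compounds falling within the control limits plus 3 SD of them, cut at about 14% in these data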;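 note: 0% = plate median of compound wells and 100% = 10 µM Aha-Tn7 peptide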
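Assay system: human fibrin DD(E). Input: DD(E) 2 µM final. Medium: Tris buffer with calcium and detergent, pH 7.8. Compound dosing: single point at 8.3 µM. Timing: 10 min plus 3 h, room temperature. Technique: fluorescence polarization of the labelled Tn7 tracer. Read-out: percent inhibition. Replicates: singlicate testing.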
PLC-beta3 inh = human PLC-beta3 inhibitors, primary screen, biochemical, fluorescence. inhibition, % at 12.2 µM. 1-phosphatidylinositol 4,5-bisphosphate phosphodiesterase beta-3 (Homo sapiens), Q01970. AID 720704, 2013. Purified PLC-beta3, fluorogenic substrate. hit rate 0.18% among 370,000; in the data active = inhibition above about 11%;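 note: 0% = median of compound wells on plate and 100% = full blocker control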
ASAP1 GAP inh = inhibitors of human ASAP1 ArfGAP activity, primary screen, biochemical, fluorescence polarization. ASAP1-stimulated ARF1 GTP hydrolysis, GDP FP detection. Arf-GAP with SH3 domain, ANK repeat and PH domain-containing protein 1 (Homo sapiens), …. inhibition, % at 16.5 µM. hit rate 0.19% among 360,000; in the data active = inhibition above about 25%;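 note: 0% = vehicle with enzyme and substrate and 100% = no enzyme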
Tn6 DDE FP = inhibitors of Tn6 peptide binding to fibrin DD(E), primary screen, biochemical, fluorescence polarization, human fibrin, Tn6 probe; Fibrinogen beta chain (Homo sapiens), P02675; Fibrin DD(E) TRITC-Tn6 fluorescence polarization displacement; inhibition, % at 8.3 µM; hit rate 0.21% among 370,000; AID 720509, 2013;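 active = inhibition above a per-campaign cutoff: mean of compounds within control limits plus 3 SD, cut at about 15% in these data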;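 note: 0% = median of all compound wells on the plate and 100% = blocking peptide control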
sPLA2-III inh = human group III sPLA2 inhibitors, primary screen, biochemical, QFRET, BODIPY PC-A2 liposome substrate | hit rate 0.56% among 370,000 | QFRET BODIPY PC-A2 liposome hydrolysis, fluorescence | inhibition, % at 12.2 µM;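 active = inhibition above mean plus 3 SD of compounds lying within the high and low control bounds, cut at about 19% in these data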;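 note: 0% = median of test compound wells and 100% = no enzyme DMSO wells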
PLCg1 inh = PLC-gamma1 enzyme inhibitors, primary screen, biochemical, fluorescence, purified enzyme; 1-phosphatidylinositol 4,5-bisphosphate phosphodiesterase gamma-1 (Homo sapiens), P19174; fluorogenic substrate; inhibition, % at 12.2 µM; hit rate 0.84% among 370,000; AID 720700, 2013; in the data active = inhibition above about 9.5%
ARFGAP1 inhibitor = inhibitors of rat ARFGAP1 GAP activity, primary screen, biochemical, fluorescence polarization, GDP tracer. ADP-ribosylation factor GTPase-activating protein 1 (Rattus norvegicus), Q62848. Arfgap1-stimulated ARF1 GTP hydrolysis, GDP FP detection. inhibition, % at 16.5 µM. hit rate 0.26% among 360,000. AID 651572, 2012;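 active = inhibition above a per-plate limit, mean inhibition of low control wells plus 3 SD, cut at about 25% in these data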;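 note: 0% = DMSO wells with enzyme and 100% = wells lacking Arfgap1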
Target sequence (Q62848 1-136 limits assumed): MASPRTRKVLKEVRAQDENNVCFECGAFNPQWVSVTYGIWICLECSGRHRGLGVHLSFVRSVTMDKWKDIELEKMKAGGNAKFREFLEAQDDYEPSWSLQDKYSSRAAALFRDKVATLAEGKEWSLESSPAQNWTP
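Material – truncated rat Arfgap1 GAP domain · Buffer or medium – HEPES-based buffer, pH 7.5 · Reagent – human ARF1(Δ1-17)-GTP substrate · Dosing – 16.5 µM single point, 1.26% DMSO · Schedule – GTP hydrolysis reaction 2 h at 25 °C · Technique – GDP detection by fluorescence polarization · Benchmarks – No-Arfgap1 wells (100%) versus DMSO full-reaction wells (0%) · Repeats – single replicate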
* marks the source's active call; other numbers are inactive results; nt = not tested or not shown; & = joins results of further samples.

SMILES	NR1D1 modulator	UHRF1 binding	KLK7 zymogen act	DDE Tn7 FP inh	PLC-beta3 inh	ASAP1 GAP inh	Tn6 DDE FP	sPLA2-III inh	PLCg1 inh	ARFGAP1 inhibitor
Cc1cc(NCCN(C)C)n2nc(-c3cccs3)cc2n1	-3	0	5.4	3	-104	-4	-3	-2	-66	6
COc1cc(/C=N/N2CCOCC2)ccc1OCc1ccccc1	-2	0	-0.5	-5	0	2	-2	-9	1	5
COC(=O)[C@]1(CC(C)C)NC=C(C(=O)c2ccccc2)[C@@H]1c1cccs1	-3	-1	-0.3	2	-10	-1	-1	-50	-3	11
CC(=O)Nc1ccc(NC(=O)c2cc(C)nn2-c2ccccc2)cc1	-1	2	-0.8	3	2	-3	0	-1	0	-6
O=C1CN(CC(=O)Nc2ccc(SC(F)F)cc2)CCN1	-4	-2	0.6	-6	3	-2	2	-5	2	-1
Cc1ccccc1N1C(=O)c2cc(S(N)(=O)=O)c(Cl)cc2NC1C (stereo not drawn)	-1&-8	-3	3.2	-8	-76	-12	3	-4	-64	1
Cc1sc2ncn(CC(=O)NCCCC(=O)N3CCN(c4ccccc4)CC3)c(=O)c2c1C	-1	-3	-0.6	-3	3	-4	8	4	2	3
Cc1ccc(-c2nc(CSCC(=O)NCc3cccnc3)c(C)o2)cc1	0	1	0.3	1	3	6	1	2	3	-8
CN1CCN(CCC(=O)Nc2ccc(Br)cc2)CC1	-2	2	-0.8	-7	-1	2	6	2	-2	-10
Cc1nn(Cc2c(Cl)cccc2Cl)c(Cl)c1/C=C/C(=O)OCC(=O)NCC(F)(F)F	1	-2	0.0	5	0	1	-2	4	4	-1
CCc1ccc(NC(=O)c2noc3c2CCC3)cc1	-11	11	-0.2	-2	-5	8	-1	-1	1	3
CC(=O)OC(C(=O)NCS(=O)(=O)c1ccc(C)cc1)c1cccnc1 (stereo not drawn)	1	-1	0.1	-4	0	-15	-3	-1	-3	5
ClC1(Cl)CC1CSc1nc2ccccc2[nH]1 (stereo not drawn)	-5	1	0.0	7	-5	-6	13	-4	-1	-6
CC(=O)c1ccc([N+](=O)[O-])c(CS(=O)(=O)c2ccccc2)c1	1	1	0.0	1	-4	-4	-11	-2	2	-3
Cc1cccc(CCNC(=O)c2ccc3c(c2)ncn3C2CCCCC2)c1	-6	3	0.5	9	1	nt	-10	-5	1	nt
CCN(CC)S(=O)(=O)c1ccc(C(=O)Nc2nnc(COC)o2)cc1	3	-2	-0.6	-5	3	3	0	2	4	-3
Nc1sc(-c2ccccc2)cc1C(=O)N1CCN(c2ccccc2)CC1	-3	-3	-0.4	-4	-3	4	7	-2	-2	3
CN(C)c1cccc(C(=O)NCc2ccc3c(c2)OCO3)c1	2	-2	0.5	-2	-88	5	6	-2	-62	-2
COc1cccc(NC(=O)COc2ccccc2)c1	5	1	-0.5	-4	-10	-3	-6	4	-2	-7
O=C(Cn1cnc2c(nnn2-c2cccc(Cl)c2)c1=O)N1CCCC1	-1	4	0.3	4	-4	0	5	6	5	-13
COc1ccc(CC(=O)Nc2ccc(-c3noc(-c4cccc(OC)c4)n3)cc2)cc1	8	4	-0.4	-2	7	9	3	-1	4	-1
Cc1cc(C)c(OCCOCCN2CCN(C)CC2)c(Cl)c1	0	2	-0.1	-2	-5	-14	-4	4	4	7
c1coc(-c2nnc(-c3ccco3)nn2)c1	-8	77*	0.7	2	-15	2	-3	0	1	1
COc1ccc(N(CC(=O)NCc2ccc(C)cc2)S(=O)(=O)c2c(C)[nH]c(=O)[nH]c2=O)cc1	-2	0	-0.3	-1	-6	17	-2	-16	3	-8
CC(NC(=O)c1ccccc1)C(=O)N/N=C/c1ccc(O)cc1 (stereo not drawn)	-3	-2	-0.7	-2	4	0	-6	0	3	-8
CC(C)n1cc(/C(N)=N/O)c(=O)n(Cc2ccccc2)c1=O	0	1	-0.1	-6	-5	5	2	2	1	6
O=C(N/C(=C\c1cccc([N+](=O)[O-])c1)C(=O)N1CCOCC1)c1ccc([N+](=O)[O-])cc1	7	5	-0.5	2	-3	5	8	9	0	13
COC(=O)Nc1nn(-c2ccc(C)cc2)c(=O)c(C#N)c1C	8	-2	3.3	0	-95	0	-6	-6	-66	-8
COc1ccc(NC(=O)C2C3C=CC4(O3)C2C(=O)N(CCN2CCCCC2C)C4C(=O)NC2CCCC(C)C2C)cc1 (stereo not drawn)	4	1	-0.1	-9	-7	-1	0	-3	-1	-5
O=C(NCCc1ccc(C(F)(F)F)cc1)C1CCC(=O)N(CCCN2CCCC2=O)C1 (stereo not drawn)	-1	0	-0.6	6	-2	13	-3	4	-2	-10
O=C(O)C1=NN(c2cc(Cl)c(S(=O)(=O)O)cc2Cl)C(=O)C1	2	31*	0.4	2	1	3	2	-1	15*	-7
COc1ccc(S(=O)(=O)N2CCC(Cc3ccccc3)CC2)cc1NC(C)=O	1	-3	-0.1	3	-2	-1	0	-1	0	-7
Cc1cccc(CN2CCN(C3CCCC3)C(CCO)C2)n1 (stereo not drawn)	-4	1	0.3	-5	1	13	6	3	-3	17
Cc1cccc(C)c1NC(=O)C1(C)CSCC(=O)N1CCOc1ccccc1 (stereo not drawn)	2	0	-0.2	-4	11*	-1	-11	13	12*	4
COc1cccc(N2C(=O)CC(N3CCc4ccccc4C3)C2=O)c1 (stereo not drawn)	-6	-1	0.2	1	-12	-5	-7	-2	-4	-2
C[C@H](NC(=O)c1ncn2c1c(=O)[nH]c1ccccc12)c1ccccc1	-7	-2	-0.7	-8	-40	-14	-7	0	-26	2
C[C@H](CO)N1C[C@H](C)[C@@H](CN(C)C)Oc2c(NC(=O)CCC(F)(F)F)cccc2C1=O	-1	2	0.5	-3	6	4	-1	7	5	-1
CCCSc1nnc(Cc2cc(=O)[nH]c(=O)[nH]2)n1-c1cc(C)ccc1C	-1	0	0.5	-7	2	2	4	-37	1	-3
O=C(NCC(c1ccco1)N1CCc2ccccc2C1)c1ccc(Cl)c([N+](=O)[O-])c1 (stereo not drawn)	3	0	0.2	3	-4	7	7	-10	-6	12
Cc1cccc(C(=O)N/N=C2/SCC(=O)N2Cc2ccccc2)c1	1	2	0.5	-2	1	1	5	-11	2	9

Quoted from the results shown, two compounds:
SMILES	NR1D1 modulator	UHRF1 binding	KLK7 zymogen act	DDE Tn7 FP inh	PLC-beta3 inh	ASAP1 GAP inh	Tn6 DDE FP	sPLA2-III inh	PLCg1 inh	ARFGAP1 inhibitor
COc1ccc(S(=O)(=O)N2CCC(Cc3ccccc3)CC2)cc1NC(C)=O	1	-3	-0.1	3	-2	-1	0	-1	0	-7
Cc1cccc(CN2CCN(C3CCCC3)C(CCO)C2)n1 (stereo not drawn)	-4	1	0.3	-5	1	13	6	3	-3	17

The results go on:
SMILES	NR1D1 modulator	UHRF1 binding	KLK7 zymogen act	DDE Tn7 FP inh	PLC-beta3 inh	ASAP1 GAP inh	Tn6 DDE FP	sPLA2-III inh	PLCg1 inh	ARFGAP1 inhibitor
COc1cccc(NC(=O)CN(C)C(=O)Cc2c(C)nc3ccccc3c2C)c1	1	-2	-0.4	-1	-30	12	5	-9	-23	-10
COc1nccnc1NS(=O)(=O)c1ccc(N)cc1	3&-8	17	-0.3	3	-6	-6	0	9	4	8
CC(=O)CC(CC(=O)NC1CCCCC1)c1ccccc1 (stereo not drawn)	0	0	-0.5	5	-8	11	-1	5	0	1
COc1ccc(NC(=O)n2ncc3cc(Cl)ccc32)cc1OC	-1	-7	0.6	4	-9	-6	0	0	-5	-6
C#CCn1cccc(C(=O)Nc2ccc(OC)cc2)c1=O	1	4	0.2	4	-16	1	-10	15	-7	13
CC(NC(=O)c1ccccc1Br)C1CC2CCC1C2 (stereo not drawn)	-1	4	0.1	-6	-39	5	6	1	1	3
CCOC(=O)c1c(NC(=O)COC(=O)Cn2c(C)nc3ccccc32)sc2c1CCCC2	7	-4	0.8	0	2	2	3	-11	1	2
CCCc1nc2ccc(Cl)cn2c1Cc1ccc(C)cc1	-3	21*	0.2	5	-16	-8	4	6	-12	-12
O=C(O)c1ccc(CSc2nnc(-c3ccncc3)n2-c2ccc(Cl)cc2)cc1	3	-3	0.3	-3	4	9	2	-3	0	-6
CC(C)CN(C(=O)c1ccc(S(=O)(=O)N2CCCC2)cc1)C1CCS(=O)(=O)C1 (stereo not drawn)	-4	-1	0.7	-4	-6	-9	-8	6	0	8
O=c1c2c3c(sc2n2cnnc2n1Cc1ccccc1)CN(Cc1ccccc1)CC3	1	-5	-1.0	2	-40	-10	0	4	-36	-8
O=S(=O)(c1cc(F)ccc1F)N1CCN(c2ccccn2)CC1	3	-1	0.3	0	-10	11	-9	-1	1	9
CC(=O)c1cccc(NC(=O)C2C3C=CC(C3)C2C(=O)O)c1 (stereo not drawn)	-2	0	-0.1	7	-6	-2	5	2	-4	-18
CCc1ccc(OCCSc2nc3ccccc3n2CC(=O)O)cc1	-1	2	0.8	-11	-1	12	-7	-8	-2	-2
CC(C)CN(C(=O)Cn1c(C(F)(F)F)nc2ccccc21)C1CCS(=O)(=O)C1 (stereo not drawn)	-2	0	-0.1	-2	-5	5	-5	-2	-2	-8
Cc1ccc(C(=O)C(C)OC(=O)CNS(=O)(=O)c2ccc(C)cc2)cc1 (stereo not drawn)	-2	1	0.0	-6	-3	-1	0	4	2	7
COC(=O)c1ccccc1NC(=O)Nc1nnc(N2CCC(C)CC2)s1	-4	2	-0.7	-5	4	5	-8	1	1	2
CCOc1ccc(S(=O)(=O)N2CCN(C(=O)c3cc(-c4ccccc4)nn3-c3ccccc3)CC2)cc1	0	2	-0.3	-7	-7	-5	2	10	-3	-13
O=c1[nH]c2ccccc2nc1/C=C/c1ccccc1	-8	-2	-9.7	7	-198	5	0	-8	-172	20
COc1cccc(C(=O)Nc2cccc(NC(=O)c3cccs3)c2)c1	-1	0	0.2	2	-6	10	-4	-2	-6	7
COc1ccc(CC(=O)NCc2n[nH]c(=S)n2C)cc1	2	-1	-0.3	3	-4	0	2	-1	2	-9
